sPLA2-III inh: human group III sPLA2 inhibitors, primary screen, biochemical, QFRET, BODIPY PC-A2 liposome substrate | QFRET BODIPY PC-A2 liposome hydrolysis, fluorescence | inhibition, % at 12.2 µM | hit rate 0.56% among 370,000 | AID 743126, 2013;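 active = inhibition above mean plus 3 SD of compounds lying within the high and low control bounds, cut at about 19% in these data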;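 also: 0% = median of test compound wells and 100% = no enzyme DMSO wells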
DAX1 inh-1: DAX1 (NR0B1) inhibitors on StAR promoter, primary screen, cell-based, luminescence, SF-1 (NR5A1), full-length DAX-1 | HEK293T StAR-luciferase reporter, SF-1/DAX-1 repression relief | inhibition, % at 6.8 µM | hit rate 1.1% among 370,000 | AID 652010, 2013;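 active = inhibition above the mean over all tested compounds plus 3 SD, cut at about 3.6% in these data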;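 also: 0% = DAX-1 cells with DMSO and 100% = cells lacking DAX-1 with DMSO; higher inhibition means more luminescence from relief of DAX-1 repression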
NPR2 activator: human GC-B receptor activators, primary screen, HEK293 GC-B cells, cGMP TR-FRET, EC30 CNP | activation, % at 10 µM | AID 1920062, 2024 | hit rate 0.11% among 370,000 | Atrial natriuretic peptide receptor 2 (Homo sapiens), P20594 | 0% at EC30 CNP, 100% saturating CNP;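 active = activation at 10 µM reaching about 35% in either raw or pattern-adjusted values, limit read from the data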
hcDAF-12 act: H. contortus DAF-12 nuclear receptor activators, primary screen, cell-based, luminescence, HEK293, lit1-tk-luc reporter; activation, % at 6.8 µM; hit rate 1.4% among 370,000; AID 652067, 2013; HEK293 hcDAF-12 lit1-tk-luc reporter; 0% DMSO, 100% Δ7-dafachronic acid;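 active = activation above the mean of all tested compounds plus 3 SD, cut at about 5.5% in these data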;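 also: 100% = response to 3 µM Δ7-dafachronic acid high control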
ssDAF-12 act: S. stercoralis DAF-12 nuclear receptor activators, primary screen, cell-based, luminescence, HEK293, GRIP1 co-expression, lit1-tk-luc; HEK293 ssDAF-12/GRIP1 lit1-tk-luc reporter; % of 3 µM dafachronic acid response; AID 652126, 2013; hit rate 1% among 370,000; activation, % at 6.8 µM;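 active = activation above the mean over all tested compounds plus 3 SD, cut at about 0.9% in these data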;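 also: 0% = DMSO-only wells and 100% = 3 µM delta7-dafachronic acid wells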
SMARCA2 activ: SMARCA2 (BRM) function activators, primary screen, cell-based, luminescence, high throughput. MG213 cells, MMTV-luciferase reporter, dexamethasone, overnight. activation, % at 9.1 µM. AID 652017, 2013. hit rate 1% among 370,000; in the data active = activation above about 7.8%;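 also: 0% = vehicle wells and 100% = reference activator wells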
ADAM10 inh: human ADAM10 inhibitors, primary screen, biochemical, QFRET, HTS | inhibition, % at 7 µM | recombinant ADAM10, EDANS/DABCYL FRET peptide cleavage, 3 h | Disintegrin and metalloproteinase domain-containing protein 10 (Homo sapiens), O14672 | hit rate 0.62% among 370,000 | AID 720582, 2013;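 active = inhibition above a per-campaign cutoff equal to the mean of compounds falling between control-based bounds plus 3 SD, cut at about 20% in these data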;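 also: 0% = DMSO wells while the 100% control is not disclosed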
NPR1 activator: GC-A stimulated cGMP production enhancers – HEK293 GC-A cells, cGMP TR-FRET, EC30 ANP, primary screen; AID 1671463, 2021; 0% at EC30 ANP, 100% saturating ANP; hit rate 0.14% among 370,000; activation, % at 10 µM; in the data active = activation above about 40%
Target sequence (P16066 whole entry, looked up): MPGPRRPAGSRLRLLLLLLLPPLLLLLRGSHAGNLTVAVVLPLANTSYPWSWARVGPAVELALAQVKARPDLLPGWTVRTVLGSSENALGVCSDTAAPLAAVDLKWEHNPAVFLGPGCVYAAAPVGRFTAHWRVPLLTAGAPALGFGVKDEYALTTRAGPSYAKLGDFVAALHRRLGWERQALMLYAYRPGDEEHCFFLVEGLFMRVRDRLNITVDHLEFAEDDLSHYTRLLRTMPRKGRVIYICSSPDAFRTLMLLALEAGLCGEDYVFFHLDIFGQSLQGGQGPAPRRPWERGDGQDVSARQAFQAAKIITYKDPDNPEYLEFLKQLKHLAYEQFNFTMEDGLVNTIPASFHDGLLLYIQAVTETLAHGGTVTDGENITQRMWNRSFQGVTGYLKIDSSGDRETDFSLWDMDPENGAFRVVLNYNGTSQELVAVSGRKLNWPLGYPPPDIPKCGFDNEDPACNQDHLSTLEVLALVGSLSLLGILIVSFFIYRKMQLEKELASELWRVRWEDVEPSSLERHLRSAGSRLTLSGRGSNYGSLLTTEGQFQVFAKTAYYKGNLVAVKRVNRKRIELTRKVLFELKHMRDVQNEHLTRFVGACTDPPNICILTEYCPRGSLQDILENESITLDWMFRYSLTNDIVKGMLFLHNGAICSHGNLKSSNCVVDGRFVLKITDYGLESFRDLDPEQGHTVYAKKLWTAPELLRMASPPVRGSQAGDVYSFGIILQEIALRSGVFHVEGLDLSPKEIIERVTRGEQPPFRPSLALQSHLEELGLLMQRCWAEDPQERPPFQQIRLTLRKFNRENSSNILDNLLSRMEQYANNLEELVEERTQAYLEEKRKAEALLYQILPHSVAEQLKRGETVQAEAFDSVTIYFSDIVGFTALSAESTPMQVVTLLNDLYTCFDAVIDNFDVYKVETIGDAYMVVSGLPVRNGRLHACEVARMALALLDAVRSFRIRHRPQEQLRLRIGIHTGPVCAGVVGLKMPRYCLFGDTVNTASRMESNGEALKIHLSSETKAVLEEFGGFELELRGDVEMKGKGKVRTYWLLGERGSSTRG
GAA850 FXN act: FXN promoter activators, primary screen, cell-based, luciferase luminescence, HEK293 lucGAA850; HEK293 lucGAA850 FXN promoter luciferase reporter, 24 h; percent of 10 µM SAHA response; activation, % at 6 µM; hit rate 0.56% among 360,000; AID 540364, 2011;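 active = activation above the average of all compounds screened plus 3 SD, cutoff fixed separately per campaign, cut at about 7.5% in these data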;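 also: 0% = DMSO wells and 100% = 10 µM SAHA wells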
hgDAF-12 ag: H. glycines DAF-12 receptor agonists, primary screen, cell-based, luminescence, HEK293, GAL4 fusion, UAS-luciferase. HEK293 GAL4-hgDAF12 UAS-luciferase reporter, agonist luminescence; normalized to butyrate control. hit rate 1.8% among 370,000. activation, % at 6.8 µM. Nuclear hormone receptor DAF-12 (Heterodera glycines), GAL4 fusion;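 active = activation above a cutoff set at the mean of all screened compounds plus 3 SD, cut at about 10% in these data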;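 also: 0% = DMSO wells and 100% = sodium butyrate wells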
DAX1 inh-2: DAX1 (NR0B1) inhibitors, primary screen, cell-based, HEK293, Gal4-DAX1, luciferase luminescence; Nuclear receptor subfamily 0 group B member 1 (Homo sapiens), P51843; HEK293 Gal4-DAX1 luciferase reporter; inhibition, % at 6.75 µM; hit rate 0.99% among 340,000; AID 504766, 2011;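 active = inhibition above the mean over all tested compounds plus 3 SD, cut at about 4.2% in these data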;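 also: 0% = DAX1-transfected cells with DMSO and 100% = empty-vector control cells with DMSO; inhibition shows as a rise in luminescence from relieved DAX1 repression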
* = called active by the depositor; i = inactive; . = no result given.

SMILES	sPLA2-III inh	DAX1 inh-1	NPR2 activator	hcDAF-12 act	ssDAF-12 act	SMARCA2 activ	ADAM10 inh	NPR1 activator	GAA850 FXN act	hgDAF-12 ag	DAX1 inh-2
Cc1ccc(NS(=O)(=O)c2cccc3nsnc23)cc1[N+](=O)[O-]	-11	0.0	-7	-0.6	-0.5	1	0	1	0.9	-1.2	-0.1
C/C(=N\NC(=O)c1ccc(OC2OCCOC2Oc2ccc(C(=O)N/N=C(\C)c3ccncc3)cc2)cc1)c1ccncc1 (stereo unspecified)	9	-0.6	6	-1.4	-2.0	-6	-8	-1	-1.9	0.6	0.1
Cc1nnsc1Sc1ccccc1C(=O)O	11	0.1	1	-0.7	-1.1	-3	-2	4	0.9	-1.5	0.1
COCc1ccc2oc(C(=O)O)cc2c1	-1	-0.5	-5	0.9	-0.7	6	1	3	-1.3	-0.8	0.3
CC(=O)Oc1cccc(N2C(=O)c3cccc4c([N+](=O)[O-])ccc(c34)C2=O)c1	1	-0.5	-6	1.1	-1.5	6	-1	3	-3.0	-1.7	-2.2
CCCCn1c(-c2ccc(OC(F)F)cc2)nc2c1c(=O)[nH]c(=O)n2CC(C)C	5	-0.2	-5	-1.9	-0.7	-4	-9	-5	-1.5	0.3	0.3
Cc1ccn2c(C(=O)N/N=C\c3ccc4c(c3)OCO4)c(C)nc2c1	3	-0.3	5	-2.4	-0.8	-3	-17	-2	3.2	-0.5	-1.1
COc1cc(S(=O)(=O)Nc2ccccc2C(=O)N2CCCC2)ccc1NC(C)=O	6	0.6	2	0.2	-1.2	-3	-11	3	0.2	-3.3	1.4
COC(=O)c1ccc(OC(=O)c2ccccn2)cc1	0	0.5	0	-0.1	-0.7	0	-5	4	0.8	0.0	0.6
O=C(C1=C(O)C(=O)N(CCN2CCOCC2)C1c1ccncc1)c1ccco1 (stereo unspecified)	-2	-0.1	0	-0.7	-1.3	-2	-6	1	-1.6	-0.2	1.1
CCC(=O)N(Cc1cc2cc(OC)ccc2[nH]c1=O)c1ccc(C)cc1	-7	-1.0	-10	-2.7	-1.7	-2	-166	-18	-1.8	0.6	-1.4
COC(=O)c1c(C)[nH]c(C(=O)NCCc2ccc(S(N)(=O)=O)cc2)c1C	2	-0.4	6	-0.5	-1.1	0	-27	1	0.7	-1.3	0.1
COCCN1C=C(C(=O)OC)C(c2ccc3c(c2)OCO3)C(C(=O)OC)=C1	4	0.3	-5	0.3	-1.2	2	-166	-4	-1.4	0.5	0.7
C[C@H](CO)N1C[C@H](C)[C@@H](CN(C)C(=O)Nc2ccccc2F)Oc2cc(Br)ccc2S1(=O)=O	0	2.4	1	-1.3	-1.1	-3	-5	-4	-3.0	-0.3	0.8
CC(=O)Nc1sc(C)c(C)c1C(=O)OC1CCOC1=O (stereo unspecified)	9	0.1	-4	0.3	-1.4	-3	-3	1	0.7	2.3	-0.5
COc1ccc(N2C[C@@]3(O)CC[C@@H](O)[C@@H](OC)[C@@H]3[C@@](C)(O)[C@@H]2CC=C(C)C)cc1	5	0.2	-17	2.8	-1.0	-3	-13	-4	.	2.0	.
O=C(C[C@@H]1CC[C@@H]2[C@H](COC[C@H](O)CN2CCC(F)(F)F)O1)NCc1ccc2c(c1)OCO2	2	-0.8	4	0.4	-1.2	-3	-3	-1	.	1.9	.
COc1ccc(N2CCN(C(=O)CCc3ccc(S(=O)(=O)NC(C)(C)C)cc3)CC2)cc1	-2	-1.0	-4	-1.0	-1.7	1	8	1	0.8	-1.4	-1.4
Cc1ccc(S(=O)(=O)N2[C@@H](c3ccccc3F)C(C(=O)O)=CC[C@H]2c2cccc(Cl)c2)cc1	-4	0.0	6	0.3	-1.4	0	-5	0	1.1	0.5	1.0
O=C(COc1ncnc2sccc12)N1CCN(S(=O)(=O)c2ccc(Cl)cc2)CC1	2	-0.2	-7	-1.3	-1.2	-3	-8	-6	2.6	0.4	0.0
O=C(N/N=C/c1cnc2ccccc2n1)c1cccc(F)c1	8	-0.4	-2	-0.1	-0.2	0	0	-4	6.9	2.5	0.4
O=C(Nc1cccc2ccccc12)c1ccc([N+](=O)[O-])s1	-1	-2.1	13	-2.8	-2.4	-2	-3	16	0.4	-6.8	-2.1
COc1ccc(C(=O)C2CCCN(C(=O)c3ccc(CSC)o3)C2)cc1F (stereo unspecified)	-2	-1.0	-1	-0.1	-1.1	-1	-2	-1	1.8	-3.2	0.1
COc1cccc(-c2nc(CS(=O)(=O)CC(=O)NCCCc3ccccc3)c(C)o2)c1	4	0.1	-2	-0.8	-0.8	-4	5	-15	-0.3	-1.1	-0.2
COCC(=O)NC1CCN(CC(=O)Nc2ccccc2[N+](=O)[O-])CC1	10	-0.2	-1	4.3	-0.3	-1	-5	6	3.4	2.3	0.0
CCN1Cc2nnn(Cc3ccc(C)cc3)c2-c2ccccc2S1(=O)=O	-1	-1.3	8	-0.5	-1.0	-2	-2	2	.	-0.9	.
O=C(NCCS(=O)(=O)N1CCN(c2ccccc2F)CC1)c1ccc(F)c(F)c1	-2	0.2	64*	1.0	-1.1	-2	0	0	-1.2	3.9	0.4
O=C(c1ccc(F)cc1)C1CCN(Cc2ccccc2F)CC1	5	-0.8	4	1.4	-1.0	-3	-18	0	-3.5	-1.3	1.3
COc1ccc(C(=O)c2c3ccccc3[n+]([O-])n2Cc2ccc(C(N)=O)cc2)cc1	-3	-0.2	6	-1.1	-1.6	-1	-2	3	1.3	-2.5	-0.1
Cc1ccccc1OCCC(=O)Nc1ccc(S(=O)(=O)N(C)C2CCN(C)CC2)cc1	-25	-1.6	0	-0.8	-1.1	1	-1	-1	-0.1	-1.1	0.8
CS(=O)(=O)c1ccc(Sc2nc3ccccc3[nH]2)c([N+](=O)[O-])c1	2	-1.5	6	-2.4	-2.6	-2	3	3	-0.8	-7.5	-2.7
Cn1c(=O)c2c(ncn2CC(=O)N2CCN(c3ccc([N+](=O)[O-])cc3)CC2)n(C)c1=O	-5	1.0	6	2.3	-1.3	-5	-1	0	1.1	-0.6	1.0
COc1ccc(/C=N/NC(=O)CN2CCS(=O)(=O)CC2)cc1	5	-0.4	3	0.7	-1.0	2	3	3	0.5	0.7	-0.7
CC(=O)C(Sc1nnnn1-c1ccccc1)C(C)=O	-18	-0.3	0	0.0	-1.1	2	4	4	1.6	-2.1	0.1
Nn1cnc2sc3c(c2c1=O)CCC3	1	0.0	0	-1.1	-0.9	1	7	4	1.6	-0.7	-0.9
O=[N+]([O-])c1ccc(NCc2ccccc2)nc1	-2	0.1	-5	5.3	-0.2	0	5	3	5.0	6.0	0.9
COC(=O)c1cccc(Cn2ccc3ccc(-c4ccc5ccn(C(=O)c6ccccc6OC)c5c4)cc32)c1	2	-0.3	1	-1.0	-1.2	0	-52	3	.	-1.1	.
CCOc1ccccc1N(CC(=O)Nc1ccc(OC)c(OC)c1)S(=O)(=O)c1ccccc1	5	-1.1	3	-2.6	-1.0	-3	1	-1	0.5	-1.3	-0.9
Cc1ccc(C(=O)NC(=S)Nc2ccc3[nH]c(=O)[nH]c3c2)cc1	14	-0.3	-6	-1.5	-1.1	-2	6	-8	3.1	-1.7	-1.3
COC(=O)CC(CP(=O)(O)CN(C)C=O)C(=O)OC (stereo unspecified)	7	0.3	1	-0.1	-0.7	-1	-6	2	2.0	-0.4	-1.0
Cc1ccc(S(=O)(=O)c2nc(-c3ccccc3)oc2N2CCC(C(N)=O)CC2)cc1	0	0.0	5	0.8	-1.1	-1	-2	-1	1.0	-0.3	2.0
CCn1c(C(=O)N2CCC(C(=O)NCc3ccc4c(c3)OCO4)CC2)cc2sccc21	-9	-0.8	-8	-0.3	-0.3	-7	-1	-4	-0.5	-2.0	-1.1
O=C(C=Cc1ccccc1O)c1ccccc1O	-23	-2.6	-3	4.5	-0.2	0	5	1	3.4	2.6	-0.5
COc1cc(/C=N/n2cnnc2)ccc1OS(=O)(=O)c1ccccc1[N+](=O)[O-]	9	-0.5	-1	-0.6	-1.5	-3	-3	-1	2.3	1.9	1.3
CC(C)CN(CCNC(=O)CN1C(=O)CSc2ccc(S(=O)(=O)N3CCOCC3)cc21)CC(C)C	-1	0.2	3	0.4	-1.1	0	-6	-2	1.6	1.5	2.1
CCCC(=O)N(Cc1cc2cc(OC)ccc2[nH]c1=O)c1ccccc1OC	-1	1.1	-17	-0.3	-1.2	-6	-188	-13	-1.9	-0.5	-0.2
N/C(=N\OC(=O)C1CCCCC1)c1ccccn1	5	1.9	2	2.0	-0.2	5	9	8	5.5	12*	0.0
O=C(O)CCCCCN1C(=O)/C(=C\c2cn(-c3ccccc3)nc2-c2cccs2)SC1=S	5	0.1	1	-0.5	-1.6	-5	3	-4	1.9	1.1	-0.6
Cc1ccsc1/C=N/NC(=O)c1ccc2nc[nH]c2c1	-3	0.7	0	0.0	-0.7	0	-5	1	4.4	1.5	0.1
CCN(CC)CCNc1nc2ccccc2n1C	-3	0.2	3	0.2	-0.5	-2	-6	-1	0.2	-2.3	0.8
Cc1ccc(Cn2nnnc2CN2CCC(NC(=O)c3ccccc3F)CC2)cc1	4	-0.3	-5	-0.8	-0.9	-4	1	-3	-0.7	-3.2	-0.3
Cc1ccc(N(C)S(=O)(=O)c2cccc(C(=O)Oc3ccc4c(C)cc(=O)oc4c3)c2)cc1	3	-0.4	4	1.9	-1.5	-2	i	-1	0.3	-2.5	0.9
CCCn1nc(C(=O)OCn2nnc3ccccc3c2=O)c2ccccc2c1=O	1	-0.4	-9	0.8	-1.1	-1	13	-5	1.5	2.9	-0.7
O=C(NNC(=O)c1ccc(Br)s1)c1csc(N2CCOCC2)n1	-10	0.0	4	-1.0	-0.8	4	2	0	-1.2	0.9	1.8
Cc1cc(Nc2cc(Cl)cc(Cl)c2)cc(=O)n1-c1cc(Cl)cc(Cl)c1	1	-0.2	28*	-1.1	-0.9	4	-1	21	.	-1.6	.

Looked up above:
Cc1ccsc1/C=N/NC(=O)c1ccc2nc[nH]c2c1 @ NPR1 activator: 1
O=C(O)CCCCCN1C(=O)/C(=C\c2cn(-c3ccccc3)nc2-c2cccs2)SC1=S @ DAX1 inh-1: 0.1

This is a random part of the collection, and some 6.6% of all compounds hit somewhere here.
